Source: PubChem BioAssay
SENP8 block-1 = human SENP8 protease inhibitors, primary screen, biochemical, fluorescence, Nedd8 protein substrate, uHTS. Sentrin-specific protease 8 (Homo sapiens), Q96LD8. recombinant SENP8. inhibition, % at 20 µM. hit rate 0.64% among 360,000. AID 602440, 2012; in the data active = inhibition mostly above about 40%, no sharp cut-off; inactive = mostly below about 27%
Target sequence (Q96LD8 whole entry, looked up): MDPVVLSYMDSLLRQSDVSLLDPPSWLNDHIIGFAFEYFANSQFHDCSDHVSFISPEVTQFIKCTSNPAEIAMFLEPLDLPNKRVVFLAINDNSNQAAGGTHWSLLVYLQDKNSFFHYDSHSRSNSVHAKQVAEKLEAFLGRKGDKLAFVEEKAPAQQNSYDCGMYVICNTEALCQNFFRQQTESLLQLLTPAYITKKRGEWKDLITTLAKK
UBC13 polyUb = UBC13 polyubiquitin chain formation inhibitors, primary screen, biochemical, TR-FRET, uHTS. inhibition, % at 20 µM. hit rate 0.47% among 330,000. Ubiquitin-conjugating enzyme E2 N (Homo sapiens), P61088. AID 485273, 2010; in the data active = inhibition above about 45%, passing the limit was not always enough
HKDC1 inhibitor = HKDC1 hexokinase inhibitors, primary screen, biochemical, fluorescence, uHTS. Q2TB90. inhibition, % at 20 µM. recombinant HKDC1, G6PDH/diaphorase resazurin coupled fluorescence. hit rate 0.16% among 340,000;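 active = inhibition above about 35% when tested at 20 µM, limit read from the data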;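 note: plate controls were DMSO wells with enzyme for no effect and DMSO wells lacking enzyme for full effect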
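Test system: Recombinant HKDC1 (HK5) hexokinase enzyme, produced in-house | Input: HKDC1 at 5 µg/mL | Buffer or medium: Tris pH 8.0 buffer with MgCl2, Tween-20, BSA, BME | Schedule: 90 min reaction incubation at room temperature, dark | Technique: Resazurin-to-resorufin fluorescence via G6PDH and diaphorase coupling, 525/613 nm | Controls: DMSO wells with and without enzyme mix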
MIN6 prolif = inducers of MIN6 beta-cell proliferation, primary screen, ATP luminescence, uHTS. MIN6 cells proliferation, ATPlite luminescence, 48 h; cells starved in 0.2% serum; 100% = growth in 10% serum. AID 2380, 2010. hit rate 0.29% among 330,000. proliferation, % at 10 µM;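 active = compounds whose signal lies at least 3.5 SD above the mean of all wells on their plate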;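 note: 0% = DMSO-treated cells in low-serum medium and 100% = 10% serum control; some compounds called inactive have numbers as strong as hits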
SENP7 block = SENP7 protease inhibitors, primary screen, biochemical, luminescence, uHTS. Sentrin-specific protease 7 (Homo sapiens), Q9BQF6. recombinant SENP7, Z-RLRGG-aminoluciferin luminescence, 40 min. inhibition, % at 5 µM. hit rate 1.5% among 330,000;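 active = inhibition above about 50% at the single test dose, limit read from the data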;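 note: plate controls were DMSO with enzyme for no effect and no enzyme buffer wells for full effect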
Target sequence (Q9BQF6 706-1050 limits assumed): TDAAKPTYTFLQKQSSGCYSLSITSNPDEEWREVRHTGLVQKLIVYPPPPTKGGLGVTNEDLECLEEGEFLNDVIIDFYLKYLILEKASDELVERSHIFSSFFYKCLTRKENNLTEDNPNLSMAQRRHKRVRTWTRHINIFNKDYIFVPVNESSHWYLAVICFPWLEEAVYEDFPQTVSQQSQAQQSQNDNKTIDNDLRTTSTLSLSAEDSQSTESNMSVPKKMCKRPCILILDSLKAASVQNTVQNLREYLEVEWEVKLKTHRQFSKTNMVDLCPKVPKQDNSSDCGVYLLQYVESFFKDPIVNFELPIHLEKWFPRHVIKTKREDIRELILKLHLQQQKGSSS
SENP8 block-2 = SENP8 protease inhibitors, primary screen, biochemical, luminescence; Sentrin-specific protease 8 (Homo sapiens), Q96LD8; hit rate 1.2% among 330,000; inhibition, % at 10 µM; purified SENP8, Z-RLRGG-aminoluciferin cleavage; AID 2540, 2010; in the data active = inhibition above about 50%
SENP6 inh = SENP6 protease inhibitors, primary screen, biochemical, luminescence, uHTS; Recombinant SENP6 catalytic domain, aminoluciferin luminescence; inhibition, % at 10 µM; hit rate 1.8% among 330,000;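 active = inhibition above about 50% at the single tested dose, limit read from the data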;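 note: plate controls were DMSO wells with enzyme for no effect and DMSO wells lacking enzyme for full effect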
Target sequence (Q9GZR1 628-1112 limits assumed): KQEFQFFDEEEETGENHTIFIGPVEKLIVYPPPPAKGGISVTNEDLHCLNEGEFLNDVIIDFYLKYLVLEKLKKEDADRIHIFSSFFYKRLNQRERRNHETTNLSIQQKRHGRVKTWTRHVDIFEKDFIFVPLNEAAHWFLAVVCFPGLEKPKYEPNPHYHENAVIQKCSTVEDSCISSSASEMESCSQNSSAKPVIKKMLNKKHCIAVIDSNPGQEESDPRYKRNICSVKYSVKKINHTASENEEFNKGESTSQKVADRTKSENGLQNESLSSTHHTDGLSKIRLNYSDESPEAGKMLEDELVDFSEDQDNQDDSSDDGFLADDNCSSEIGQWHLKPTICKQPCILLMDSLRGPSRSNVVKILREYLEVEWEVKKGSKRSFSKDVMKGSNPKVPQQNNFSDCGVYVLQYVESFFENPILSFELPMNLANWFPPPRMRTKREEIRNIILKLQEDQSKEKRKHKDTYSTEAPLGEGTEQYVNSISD
SENP1 inh = human SENP1 catalytic domain inhibitors, primary screen, biochemical, FRET, uHTS. Sentrin-specific protease 1 (Homo sapiens), Q9P0U3. recombinant SENP1 catalytic domain, CyPet-SUMO1-YPet FRET cleavage. inhibition, % at 10 µM. hit rate 0.21% among 360,000;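 active = inhibition at least 30% at 10 µM, raw YFP signal under a set limit, fluorescence ratio 0.5 to 1.5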;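 note: 0% = enzyme with DMSO and 100% = no enzyme wells; some results filed as inactive read as strong as hits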
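Material – human SENP1 catalytic domain · Input – SENP1 enzyme, 20 pM final · Compound dosing – single concentration of 10 µM compound, 0.5% DMSO final · Timing – enzyme reaction for 50 min at room temperature, dark · Measured by – FRET fluorescence in CFP and YFP emission channels · Control set – no-enzyme wells low, DMSO-plus-enzyme wells high control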
PfGluPho inh = PfG6PD enzyme inhibitors, primary screen, biochemical, fluorescence intensity, uHTS | PfGluPho enzyme, NADPH resazurin-diaphorase fluorescence | inhibition, % at 20 µM | hit rate 0.78% among 350,000;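 active = inhibition reaching at least a set limit at 20 µM in the primary screen, cut at about 59% in these data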;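 note: 0% = DMSO wells with substrate and 100% = DMSO wells lacking glucose-6-phosphate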
The depositor's hits bear a star; i = inactive; / = not tested or not shown. Not a hit list. About 4% of those tested had a hit in this group.

SMILES	SENP8 block-1	UBC13 polyUb	HKDC1 inhibitor	MIN6 prolif	SENP7 block	SENP8 block-2	SENP6 inh	SENP1 inh	PfGluPho inh
O=[N+]([O-])c1cccc(CN2CCN(S(=O)(=O)Cc3ccccc3)CC2)c1	1	11	5	-1	-15	-3	-5	0	-4
CCN(CC(=O)NCc1cccs1)c1ccc(S(=O)(=O)N2CCOCC2)cn1	17	-2	-7	4	8	5	1	-1	-18
CCC(C)[C@H](NS(=O)(=O)c1ccc(F)cc1Br)C(=O)OC (stereo partly drawn)	6	/	-2	/	/	/	/	2	10
CCCCN(Cc1cc2cc(OC)ccc2[nH]c1=O)C(=O)c1ccccn1	-409	-5	-7	-3	-2	-5	-12	-1	19
N#CCc1ccnc2ccccc12	13	/	7	/	/	/	/	3	-7
O=c1cc2oc3cc(O)c(O)cc3c(-c3ccccc3[N+](=O)[O-])c-2cc1O	36	-27	19	-4	10	21	24	0	18
Cn1cc(S(=O)(=O)N2CCN(c3ccc(F)cc3)CC2)c(=O)n(C)c1=O	13	-7	0	-4	-10	8	0	0	-7
NC(=O)c1ccc(NC(=O)COc2coc(CN3CCc4ccccc4C3)cc2=O)cc1	4	5	-3	-3	-13	12	-1	-11	-2
COc1cccc(OCC(=O)NC2CCCCC2)c1	16	-1	5	1	8	0	-25	0	15
Fc1cccc(Cc2noc(CN3CCSCC3)n2)c1	8	10	-3	1	3	3	-11	0	13
Cc1cc(C(=O)CN2C(=O)NC3(CCCc4ccccc43)C2=O)c(C)n1C (stereo not drawn)	7	7	-6	2	1	-1	-21	2	-3
COc1ccc(S(=O)(=O)N(n2c(C)nnc2-n2nc(C)cc2C)S(=O)(=O)c2ccc(OC)cc2)cc1	20	6	0	1	-3	-4	-10	-2	-3
Cc1ccccc1CN(C)CCS(=O)(=O)c1cc(Cl)ccc1Cl	11	6	-1	-6	-5	2	19	-1	8
CCc1[nH]c(=O)c(C#N)c2c1COC(C)(C)C2	-135	10	1	-1	3	4	4	1	-13
CNC(=S)N/N=C/c1cc(Br)cc(Br)c1O	-405	-22	-20	0	2	-7	12	-23	-27
O=C(Cc1ncc(C(F)(F)F)cc1Cl)NCCc1ccccn1	11	14	-5	-1	-6	3	-12	0	-1
COc1ccc(C(=O)NCCCCNC(=O)c2ccc(OC)c(OC)c2)cc1OC	13	0	-5	0	-2	7	8	2	-2
COc1cccc(Oc2c(C)oc3c(CN4CCCCC4)c(O)ccc3c2=O)c1	-446	20	1	1	15	-2	-15	1	-10
Cn1cnc([N+](=O)[O-])c1S(=O)(=O)Oc1cccc2ccccc12	-102	/	34	/	/	/	/	0	36
COCCNC(=O)c1cn(C)c2ccc(S(=O)(=O)N3CCCC3)cc2c1=O	7	-8	-7	-3	11	-7	-2	3	-2
CC1CCc2sc(C(=O)NC3CCN(Cc4ccccc4)CC3)cc2C1 (stereo not drawn)	15	32	-2	-7	2	-1	-4	-1	11
COCCNC(=O)C1CCN(C(=O)c2cc3sccc3n2Cc2ccc(F)cc2)CC1	9	-4	-4	-2	-3	-4	1	-1	-3
O=[N+]([O-])c1ccc(-n2nnnc2CN2CCCCC2)cc1	17	0	-15	9.3*	1	3	1	0	6
CCCC(=O)C1=C(O)C(C(=O)OC)C(C)(C)CC1=NCc1ccccc1 (stereo not drawn)	16	4	3	-2	-4	8	-6	1	-11
Cc1cccc(-n2ncc3c2CCCC3NC(=O)CCc2ccncc2)c1C (stereo not drawn)	12	-4	-4	-2	-4	-12	-12	-1	-1
CCNC(=S)NC(=NCc1cccnc1)Nc1nc(C)cc(C)n1	0	-4	-5	0	-6	-12	3	-2	52
CC(C)c1ccc(C=NNc2ccc([N+](=O)[O-])cn2)cc1	-181	/	-3	/	/	/	/	-32	18
Cc1ccc(CNCCCn2cnc3c(OCc4ccccc4)ncnc32)o1	4	/	4	/	/	/	/	-2	-9
CC(C)Cn1c(SCc2nnc(-c3cccs3)o2)nc(O)cc1=O	8	-11	-3	-2	-11	-8	-16	0	-8
CC(C)C[C@H](NC(=O)OC(C)(C)C)C(=O)N/N=C/c1ccc2nccnc2c1	-41	-14	-5	-2	51*	8	-12	4	-5
CC(=O)Nc1ccc(N(C(=O)CNC(=O)c2cccs2)C(C(=O)NCC2CCCO2)c2ccccc2)cc1 (stereo not drawn)	10	2	-2	0	10	-6	-10	5	-2
Cc1cccc(C)c1NC(=O)CN1CCN(C(=O)CNC(=O)c2ccc(N3CCCC3=O)cc2)CC1	6	4	-4	9	9	-4	9	-1	1
O=C(/C=C/c1ccco1)OCC(=O)c1ccc(OC(F)F)cc1	8	1	-5	0	1	-1	7	-3	12
COCCCNC(=O)/C(C#N)=C/c1c(N2CCN(c3ccccc3)CC2)nc2ccccn2c1=O	-288	6	-7	0	-3	-2	5	-54	-1
COc1ccc(S(=O)(=O)N2CCOCC2)cc1NC(=O)CSc1nnc(N)s1	14	0	-2	-1	-1	-4	3	2	1
C=CCNc1nc(C(=O)OCC(=O)NCc2ccccc2OC)cs1	-16	-5	-1	-4	-19	-15	-15	-2	2
O=C(CSc1nc2nc(-c3cccs3)cc(C(F)(F)F)c2c(=O)[nH]1)NCc1ccco1	-444	3	0	0	-11	-11	-18	-58	-27
CCc1ccc(OCC(=O)NC2CCCCC2)c(Br)c1	3	3	2	-2	-4	-8	-12	1	-4
Cc1ccc(NC(=O)/C=C/c2ccco2)nc1	-36	-1	1	0	1	-18	20	-5	-6
COc1ccc(CCC(=O)O)cc1OC	14	2	-4	1	6	7	7	1	-2
Cc1cc(C)n(-c2nc(NCCN(C)C)c3c4c(sc3n2)COC(C)(C)C4)n1	-8	5	2	-4	0	4	0	1	13
CCCn1c(SC(C(=O)Nc2cc(C)ccc2OC)c2ccccc2)nc2ccccc2c1=O (stereo not drawn)	8	4	5	-4	-7	-9	-12	2	-1
CCc1c(C)c(C#N)c2nc3ccccc3n2c1N1CCN(c2cc(C)ccn2)CC1	/	-2	/	-2	10	6	-4	/	/
COc1ccccc1S(=O)(=O)NCc1ccc(C(=O)N(C)Cc2ccc(F)cc2)cc1	7	-5	-2	2	-7	-6	2	-2	-5
Cc1cccc[n+]1CC(=O)Nc1ccccc1	10	-3	4	0	6	-6	-5	1	-4
Cc1[nH]c2ccc3ccccc3c2c(=O)c1C/C=C/Cl	10	6	2	1	-5	0	-6	2	2
NS(=O)(=O)c1ccc(CNC(=O)COc2ccc3c4c(c(=O)oc3c2)CCCC4)cc1	-247	-1	-3	1	0	2	6	1	7
N#Cc1ccc(-c2ccc(C3Nc4ccccc4C(=O)N3O)o2)cc1 (stereo not drawn)	i	-1	6	-5	3	0	8	-3	-12
O=C(CN1C(=O)C2(OCCO2)c2cc(Br)ccc21)NO	11	4	0	-1	-1	4	-17	1	-2
CN1CCN(C(=O)N(c2ccccc2)c2ccccc2)CC1	7	5	1	0	-7	3	4	2	7
CCOC(=O)C1=C2N(C)c3ccccc3N2CCC1=O	11	-1	-5	0	-6	-3	2	1	-1
CCOc1ccc(/C=C/C(=O)N(C)CC(=O)Nc2cccc(F)c2)cc1OCC	-176	2	-5	0	4	11	-1	0	0
CCCC(c1nnnn1C1CCCCC1)N1CCN(C(=O)c2ccco2)CC1 (stereo not drawn)	14	-3	1	-3	-8	-6	-7	1	-7
COc1c(S(=O)(=O)N2CCCC2)ccc(Cl)c1Cl	23	-8	5	0	-5	-6	-9	2	-21
O=C(CCCCn1c(=O)[nH]c2ccccc2c1=O)NCCC1=CCCCC1	8	0	0	-5	11	4	-10	2	22
Cc1ccc(C)c(N2CCN(c3ncccc3[N+](=O)[O-])CC2)c1	25	0	-1	-3	-1	-5	-15	1	15
CCOC(=O)C1CCN(C(=O)c2ccccc2NC(=O)C2=C(C)OCCS2)CC1	1	-7	-6	-2	-2	10	7	2	13
Cc1cccc(OCc2nnc(SCC(=O)N3CCN(c4ccccc4)CC3)o2)c1C	18	3	0	-5	9	2	6	1	15
COc1ccccc1N1CCN(CCCCN2C(=O)C3CCCN3C2=O)CC1 (stereo not drawn)	12	/	0	/	/	/	/	3	-9
COc1ccc(OCC(=O)Nc2ccc3c(c2)nc(CN2CCN(C(C)=O)CC2)n3C)cc1	-8	-4	2	-1	12	-3	-12	-3	6

Single entries from the results shown:
NS(=O)(=O)c1ccc(CNC(=O)COc2ccc3c4c(c(=O)oc3c2)CCCC4)cc1 in HKDC1 inhibitor has -3
O=C(CCCCn1c(=O)[nH]c2ccccc2c1=O)NCCC1=CCCCC1 in SENP7 block has 11

Further records:
SMILES	SENP8 block-1	UBC13 polyUb	HKDC1 inhibitor	MIN6 prolif	SENP7 block	SENP8 block-2	SENP6 inh	SENP1 inh	PfGluPho inh
COc1ccc(C2OC(=O)CC2C(=O)NCc2ccc(C)cc2)cc1OC (stereo not drawn)	-3	2	-3	-4	9	-2	-6	0	-17
Cc1ccc(-c2nc3c(c(SCC(=O)N4CCOCC4)n2)Cc2c(CO)cnc(C)c2O3)cc1	-3	3	7	-3	-9	7	9	-7	21
OCCOCCn1c(CCNc2nc(-c3ccc(Cl)cc3)cs2)nc2cc(Cl)c(Cl)cc21	10	6	3	-6	-1	-5	3	7	15
CC1(C)C(=S)N(Cc2ccccc2)c2ccccc21	23	28	-2	-2	-5	-5	2	-2	3
CCOc1ccc(C(=O)OCC(=O)Nc2ccc(SC(F)F)cc2)cc1OCC	9	5	-1	-1	8	3	-2	2	-12
CCc1nc(N)c(C#N)c(-c2cccn2C)c1C	-243	-2	2	1	-1	1	-10	3	-3
CCOC(=O)CNC(=O)C1CCCc2c1[nH]c1ccc(Cl)cc21 (stereo not drawn)	-1	2	-2	-1	7	-2	1	-4	-4
CCOC(=O)C1(CC2CCCCO2)CCN(S(=O)(=O)c2ccc(OC)cc2)CC1 (stereo not drawn)	7	-13	-10	4	-8	-9	-1	-1	12
CCCC[C@@H]1C[C@H]1[C@@H](NC(=O)c1ccccc1)c1ccccc1C(F)(F)F	8	4	5	3	4	4	-9	1	17
Cc1c(C(=O)NCCCN2CCCC2=O)oc2ccc(S(=O)(=O)N3CCOCC3)cc12	18	-5	-4	2	-13	-9	-1	2	-2
Cc1noc(C)c1C(=O)Nc1nc(-c2ccccc2Cl)cs1	-6	9	-6	0	-3	-7	-4	-4	7
Cc1ccc2nsnc2c1S(=O)(=O)N1CCCC1	21	-2	-8	-2	1	-2	-13	0	3
